Source: PubChem BioAssay (National Center for Advancing Translational Sciences (NCATS))
Pf growth 48h: Primary qHTS for delayed death inhibitors of the malarial parasite plastid, 48 hour incubation; P. falciparum luciferase growth in erythrocytes, 48 h; AID 504832, 2011; 310,000 tested, 5.9% active; Potency, µM (series often up to 28.7 µM), for the others: at the top dose activity change, negative = inhibition, actives largely listed as inhibitors; further: potency means the concentration at half of the fitted maximal effect; on the % scale 0 is the no-effect control and ±100 the full control effect
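Growth was read as firefly luciferase luminescence after a 48 h, 37 C, 5% CO2 exposure of compounds to reporter-bearing P. falciparum cultures (0.1% parasitemia, 2% hematocrit final) in Albumax-supplemented RPMI 1640.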
Shiga inhibitor: A qHTS for Small Molecule Inhibitors of Shiga Toxin | inhibition, % at 38.7 µM | 290,000 tested, 9.2% active | Vero cells, Shiga toxin protein synthesis inhibition reporter; in the data active means inhibition mostly above about 28%, no sharp cut-off; inactive means mostly below about 43%; further: 0% is about no effect
AmpC no deterg: qHTS Inhibitors of AmpC Beta-Lactamase (assay without detergent). P00811. AmpC nitrocefin hydrolysis, absorbance 480 nm, 0.0001% Triton. Potency, µM (highest dose often 57.1 µM), inactives show at the highest dose activity change, negative = inhibition, hits mostly inhibitors. 330,000 tested, 0.52% active;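 further: potency means the concentration at half of the fitted maximal effect; plate controls were no compound for no effect and no enzyme for full effect; nearly all actives have a fitted effect of over 20% in size; some results filed as inactive show a strong effect at the top dose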
Target sequence (P00811 whole entry, looked up): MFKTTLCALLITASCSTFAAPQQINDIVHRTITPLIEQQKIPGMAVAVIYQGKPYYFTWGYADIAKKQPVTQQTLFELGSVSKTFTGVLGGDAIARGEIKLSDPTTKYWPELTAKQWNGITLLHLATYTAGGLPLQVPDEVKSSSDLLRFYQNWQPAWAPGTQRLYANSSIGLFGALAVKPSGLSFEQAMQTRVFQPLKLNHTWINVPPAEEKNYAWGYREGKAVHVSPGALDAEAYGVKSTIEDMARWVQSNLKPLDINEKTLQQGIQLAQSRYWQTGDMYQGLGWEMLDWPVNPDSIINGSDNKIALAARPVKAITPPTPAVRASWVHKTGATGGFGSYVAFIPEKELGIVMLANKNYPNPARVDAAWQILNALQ
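AmpC (5.3 nM in the dispensed reagent) in 20 mM phosphate pH 7.0 with 0.01% (detergent screen) or 0.0001% Triton X-100 was preincubated with compounds for 15 min at room temperature. Nitrocefin was then added from an 800 uM solution, and hydrolysis was followed at 480 nm.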
LmPK inh: qHTS Assay for Inhibitors of Leishmania Mexicana Pyruvate Kinase (LmPK); Q27686; purified LmPK, Kinase-Glo ATP luminescence, 1 h; Potency, µM (doses to about 57.5 µM), inactives show at the top dose activity change, negative = inhibition, hits mostly inhibitors; 290,000 tested, 0.37% active; further: potency means the concentration at half of the fitted maximal effect; on the % scale 0 is the no-effect control and ±100 the full control effect
Target sequence (Q27686 whole entry, looked up): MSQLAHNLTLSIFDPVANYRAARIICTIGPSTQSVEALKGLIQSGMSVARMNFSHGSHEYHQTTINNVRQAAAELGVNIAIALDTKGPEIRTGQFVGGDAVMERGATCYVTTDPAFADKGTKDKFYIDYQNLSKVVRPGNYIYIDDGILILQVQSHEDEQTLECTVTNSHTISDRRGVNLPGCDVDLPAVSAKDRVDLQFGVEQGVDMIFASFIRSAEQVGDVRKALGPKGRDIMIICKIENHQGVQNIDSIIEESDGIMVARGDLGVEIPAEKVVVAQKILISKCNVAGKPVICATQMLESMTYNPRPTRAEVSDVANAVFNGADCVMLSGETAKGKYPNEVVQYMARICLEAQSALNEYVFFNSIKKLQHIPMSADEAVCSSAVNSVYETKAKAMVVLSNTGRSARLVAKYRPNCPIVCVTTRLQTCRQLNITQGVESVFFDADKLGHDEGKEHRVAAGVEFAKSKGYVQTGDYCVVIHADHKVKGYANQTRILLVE
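Kinase-Glo luminescence read after 1 h RT reaction of 0.1 nM LmPK with 0.5 mM PEP and 0.1 mM ADP. Activity scaled between uninhibited and enzyme-free controls.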
CHX counter: Cycloheximide Counterscreen for Small Molecule Inhibitors of Shiga Toxin; cell reporter, cycloheximide protein synthesis inhibition counterscreen; max response, %; 300,000 tested, 12% active; AID 2314, 2010; in the data active means max response mostly above about 13%, no sharp cut-off; inactive means mostly below about 14%; further: read at 38.3 µM for the half of the compounds with a filed dose; 0% is about no effect
TbPYK inhibitor: qHTS of Trypanosoma Brucei Inhibitors; Potency, µM (highest dose often 76.8 µM), for inactives: at the highest dose activity, negative = inhibition, hits mostly inhibitors; TbPYK enzyme, Kinase-Glo Plus ATP luminescence, 45 min; pyruvate kinase (Trypanosoma brucei), Q57TT1; AID 624173, 2012; 410,000 tested, 0.12% active; further: potency means the concentration at half of the fitted maximal effect; on the % scale 0 is the no-effect control and ±100 the full control effect; nearly all actives have a fitted effect of over 50% in size
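Glycolytic pyruvate kinase of T. brucei was incubated with substrate, test compound and 130 uM ADP for 45 minutes at room temperature. Luminescent Kinase-Glo Plus signal was measured after 10 minutes.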
Pf growth 96h: Primary qHTS for delayed death inhibitors of the malarial parasite plastid, 96 hour incubation. P. falciparum luciferase reporter growth, 96 h. Potency, µM (titrated, usually from 28.7 µM), inactives show at the top dose activity change, negative = inhibition, most hits filed as inhibitors. 320,000 tested, 6.9% active; further: potency means the concentration at half of the fitted maximal effect; on the % scale 0 is the no-effect control and ±100 the full control effect
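Readout is luminescence from an integrated firefly luciferase in P. falciparum. Red cells, 2% hematocrit and 0.05% parasitemia final, were cultured with compound through two parasite generations (96 hours) at 37 C, 5% CO2.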
Numbers without * were called inactive; ? = inconclusive; / = not tested or not shown; [ ] = dose if it differs, or a comment. Unless noted, the call rests on the fitted dose curve; in most records, active means well fitted curve in the direction sought with a large enough effect; inconclusive means small, poorly fitted or top-dose-only effect, or another doubt; inactive means no such curve, though single readings can be large; an effect the other way counts as inactive or inconclusive.

The first 2 compounds, to show the layout:
[1] O=C(O)CCc1nnc2n(Cc3ccc(F)cc3)c(=O)c3ccccc3n12
[2] Cc1nn(CC(=O)Nc2ccc3c(c2)OCO3)c(C)c1[N+](=O)[O-]
Assay by compound	1	2
Pf growth 48h	/	10%
Shiga inhibitor	-2	-9
AmpC no deterg	-13%	-39%
LmPK inh	14%	1%
CHX counter	-2	0
TbPYK inhibitor	5%	0%
Pf growth 96h	-9%	74%[activator]

The list itself, from the start:
[1] O=C(O)CCc1nnc2n(Cc3ccc(F)cc3)c(=O)c3ccccc3n12
[2] Cc1nn(CC(=O)Nc2ccc3c(c2)OCO3)c(C)c1[N+](=O)[O-]
[3] Cc1ccc(Nc2nc(N)nc(CN3CCN(C)CC3)n2)cc1
[4] CSCCC(NC(=O)c1ccccc1Br)C(=O)NCC1CCCCC1 (stereo not drawn)
[5] Cc1ccccc1NC(=O)c1snc2c(=O)[nH]cnc12
[6] O=C(OCC(F)(F)C(F)F)c1ccccc1C(=O)Oc1ccc(F)cc1F
Assay by compound	1	2	3	4	5	6
Pf growth 48h	/	10%	35%[activator]	-8%	14%	-1%
Shiga inhibitor	-2	-9	81	19	3	12
AmpC no deterg	-13%	-39%	-25%	-15%	-12%	-19%
LmPK inh	14%	1%	5%	-3%	0%	2%
CHX counter	-2	0	32*	15	-1	5
TbPYK inhibitor	5%	0%	2%	4%	/	-3%
Pf growth 96h	-9%	74%[activator]	/	-22%	4%	26%

[7] COc1ccc(-c2csc(NS(=O)(=O)c3ccc([N+](=O)[O-])cc3)n2)cc1
[8] CCOc1ccccc1NC(=O)COC(=O)c1c(CC)noc1C
[9] CC(=O)Nc1ccccc1NC(=O)C/C(C)=N/NC(=O)C(=O)N1CCCCC1
[10] CCOc1cc(OCC)cc(C(=O)Nc2cccc(C(C)=O)c2)c1
[11] COCCN(C(=O)CSc1n[nH]c(-c2ccc(OC)cc2)n1)c1c(N)n(Cc2ccccc2)c(=O)[nH]c1=O
[12] COc1ccc([N+](=O)[O-])c(OC)c1C(=O)NC(=O)Nc1c(F)c(F)c(F)c(F)c1F
Assay by compound	7	8	9	10	11	12
Pf growth 48h	11%	3%	-10%	53%[activator]	?	/
Shiga inhibitor	1	/	-7	14	/	-4
AmpC no deterg	-53%	-11%	-7%	-16%	-33%	-13%
LmPK inh	2%	/	-2%	1%	/	-6%
CHX counter	-5	/	7	2	/	-3
TbPYK inhibitor	1%	-5%	3%	-5%	2%	-8%
Pf growth 96h	?	17%	?	?	4%	4.7µM*

[13] CC1CCCC(C)N1C(=O)COc1ccc(F)cc1 (stereo not drawn)
[14] COc1ccc(CNC[C@@H](CCCCN(C)Cc2ccc(OC)cc2)N2C[C@H](c3ccccc3)N(CCc3ccc(Cl)c(Cl)c3)C(=O)C2=O)cc1
[15] Cc1c(C(=O)Nc2ccccc2)sc2nc(-c3ccccc3)cn12
[16] O=C(N1CCOCC1)N(CCN1CCOCC1)Cc1cccc2ccccc12
[17] CC1Cc2nc(SCC(=O)NCC3CCCO3)n(C)c(=O)c2S1 (stereo not drawn)
[18] CN1C(=O)c2cccc3c(S(=O)(=O)NCCc4ccccc4)ccc1c23
Assay by compound	13	14	15	16	17	18
Pf growth 48h	10%	1.7µM*	?	/	?	-3%
Shiga inhibitor	12	-25	61*	-3	-5	6
AmpC no deterg	-7%	149%[activator]	-50%	48%	53%	-3%
LmPK inh	-4%	4%	1%	-1%	7%	0%
CHX counter	26*	-10	39*	-4	-3	-4
TbPYK inhibitor	1%	4%	5%	-5%	3%	2%
Pf growth 96h	?	2.3µM*	?	?	-16%	34%[activator]

[19] COc1ccc(OC)c(/C=N/NC(=O)CCc2ccc(O)c(O)c2)c1
[20] CC(C)(C)C(=O)CSc1ncnc2sc3c(c12)CCC3
[21] Cc1nn(C2CCS(=O)(=O)C2)c(Cl)c1/C=C/C(=O)OCC(=O)N(C)C (stereo not drawn)
[22] C=CCn1c(SCC(=O)NC2CCS(=O)(=O)C2)nnc1-c1cc2c(s1)CCC(CC)C2 (stereo not drawn)
[23] CCc1cccc2c(C(=O)CSc3nncn3-c3ccc(OC)cc3)c[nH]c12
[24] NS(=O)(=O)c1ccc(NC(=O)C2CCCN(S(=O)(=O)c3ccc(F)cc3)C2)cc1 (stereo not drawn)
Assay by compound	19	20	21	22	23	24
Pf growth 48h	27%	3%	-2%	46%[activator]	-6%	10%
Shiga inhibitor	15	67*	-2	63	-1	-8
AmpC no deterg	1%	-17%	-15%	198%[activator]	-3%	-15%
LmPK inh	2%	0%	2%	2%	-1%	3%
CHX counter	5	44*	20	25*	-1	1
TbPYK inhibitor	-13%	1%	3%	-4%	-7%	1%
Pf growth 96h	?	-59%	?	37%[activator]	?	3%

[25] Cc1ccc(NC(=O)C(C)OC(=O)Cc2c[nH]c3ccccc23)cc1S(=O)(=O)N1CCOCC1 (stereo not drawn)
[26] CSc1nc2nc3c(c(=O)n2[nH]1)CCCC3
[27] COc1ccc(OC)c(NC(=O)c2ccc3c(c2)C(=O)N(c2ccc(OC(C)=O)cc2)C3=O)c1
[28] CC1Cc2cc(/C(O)=C3/C(=O)C(=O)N(CCCN(C)C)C3c3ccncc3)ccc2O1 (stereo not drawn)
[29] Cc1ccc(OCCNC(=O)/C=C/c2ccccc2)cc1C
[30] C=CCn1c(SCc2cc(=O)n3ccsc3n2)nc2ccccc2c1=O
Assay by compound	25	26	27	28	29	30
Pf growth 48h	5.2µM*	10%	1%[0.00184 µM]	4%	-12%	3%
Shiga inhibitor	/	-10	-4	2	28	-17
AmpC no deterg	-9%	-10%	-17%	-24%	-21%	-20%
LmPK inh	/	-5%	1%	-8%	0%	0%
CHX counter	/	1	3	3	1	0
TbPYK inhibitor	-7%	3%	-6%	-2%	2%	3%
Pf growth 96h	?	19%	?	/	15%	14%

[31] COc1ccc(C(=O)C[n+]2cccc3cc(OC)ccc32)cc1
[32] COc1cccc(C(=O)C2CCCN(Cc3ccc4nsnc4c3)C2)c1 (stereo not drawn)
[33] COc1ccccc1N1CCN(C(c2ccc(N(C)C)cc2)c2nnnn2CCc2ccccc2)CC1 (stereo not drawn)
[34] CCCCc1cc(=O)oc2cc(C)cc(OCC(=O)NCc3ccncc3)c12
[35] CCC12CN(C(=O)c3ccc(OC)cc3)CC(CC)(CN(C(=O)c3ccc(OC)cc3)C1)C2=O
[36] Cc1c(NC(=O)C(C)OC(=O)c2cccc(S(=O)(=O)N3CCOCC3)c2)c(=O)n(-c2ccccc2)n1C (stereo not drawn)
Assay by compound	31	32	33	34	35	36
Pf growth 48h	9.3µM*	1%	9.3µM*	?	?	-9%
Shiga inhibitor	-8	-6	14	-17	-4	-8
AmpC no deterg	0%	7%	21%	74%[activator]	50%	-3%
LmPK inh	0%	5%	3%	0%	1%	-3%
CHX counter	3	-1	-1	-4	-2	-1
TbPYK inhibitor	-6%	-1%	2%	2%	1%	1%
Pf growth 96h	?	-16%	?	2.3µM*	/	27%

[37] CCOc1ccc(NC(=S)N(CCc2c(C)[nH]c3ccc(C)cc23)Cc2cccnc2)cc1
[38] COc1ccc(-n2c(SCC(=O)Nc3cccc4ccccc34)nc(O)cc2=O)cc1
[39] CCCN1C(=O)NC2(O)C(=O)c3ccccc3C12O (stereo not drawn)
[40] C=CCn1c(SCC(=O)N2CCOCC2)nc2c([nH]c3ccccc32)c1=O
[41] Oc1c(Br)cc(/C=N/n2c(-c3ccccc3)n[nH]c2=S)cc1Br
[42] COc1ccccc1N1CCN(S(=O)(=O)CCNC(=O)C2CCCC2)CC1
Assay by compound	37	38	39	40	41	42
Pf growth 48h	?	2.1µM*	42%[activator]	-17%	?	-23%
Shiga inhibitor	-3	17	-14	-3	-5	/
AmpC no deterg	1%	-45%	8%	-18%	-21%	28%
LmPK inh	1%	-1%	-5%	-2%	18µM*	/
CHX counter	-3	-2	-1	-4	-2	/
TbPYK inhibitor	0%	1%	7%	2%	?	-5%
Pf growth 96h	3.7µM*	0.29µM*	?	?	?	1%

[43] COCCNc1nnc(SCC(=O)Nc2sc3c(c2C(=O)c2ccccc2)CCCC3)s1
[44] Oc1ccc(C(c2nnnn2CCc2ccccc2)N2CCN(c3nc4ccccc4s3)CC2)cc1 (stereo not drawn)
[45] CCc1ccc2nc(SCC(=O)Nc3ccccc3N3CCOCC3)c(C#N)cc2c1
[46] CCOC(=O)CSC1=C(C#N)C(c2ccccc2OC)CC(=O)N1 (stereo not drawn)
[47] O=S(=O)(c1ccc(OCC2CO2)cc1)c1ccc(OCC2CO2)cc1 (stereo not drawn)
[48] Cc1csc(NC(=O)CSc2nc(=O)cc(N)n2-c2ccc(F)cc2)n1
Assay by compound	43	44	45	46	47	48
Pf growth 48h	?	?	9.3µM*	/	-7%	-1%
Shiga inhibitor	-6	-2	6	-13	3	-3
AmpC no deterg	64%[activator]	-23%	-11%	4%	10%	9%
LmPK inh	5%	6%	4%	8%	1%	2%
CHX counter	-1	1	5	-7	-2	16
TbPYK inhibitor	-4%	-2%	-2%	-4%	0%	0%
Pf growth 96h	9.3µM*	?	-54%	-18%	?	21%

Single records, as listed above.
O=S(=O)(c1ccc(OCC2CO2)cc1)c1ccc(OCC2CO2)cc1 (stereo not drawn) is listed with Pf growth 48h: -7%; Shiga inhibitor: 3; AmpC no deterg: 10%; LmPK inh: 1%; CHX counter: -2; TbPYK inhibitor: 0%; Pf growth 96h: ?
Cc1csc(NC(=O)CSc2nc(=O)cc(N)n2-c2ccc(F)cc2)n1 is listed with Pf growth 48h: -1%; Shiga inhibitor: -3; AmpC no deterg: 9%; LmPK inh: 2%; CHX counter: 16; TbPYK inhibitor: 0%; Pf growth 96h: 21%
Oc1ccc(C(c2nnnn2CCc2ccccc2)N2CCN(c3nc4ccccc4s3)CC2)cc1 (stereo not drawn) is listed with Pf growth 48h: ?; Shiga inhibitor: -2; AmpC no deterg: -23%; LmPK inh: 6%; CHX counter: 1; TbPYK inhibitor: -2%; Pf growth 96h: ?

Later entries.
[49] O=C(NCc1cccc(F)c1F)C1CCC(=O)N(C2CC2)C1 (stereo not drawn)
[50] CC(NS(=O)(=O)OCC(Cl)(Cl)Cl)c1ccc(Br)cc1 (stereo not drawn)
[51] OCCN(Cc1ccccc1)CC(O)COc1ccc2c(c1)OCO2 (stereo not drawn)
[52] Cc1ccc(C(=O)c2cc([N+](=O)[O-])ccc2N2CCOCC2)c(C)c1
[53] Cc1ccc(NC(=O)CSc2nnc(COc3ccccc3C)o2)cc1
[54] CC(C)NC(=O)c1ccccc1NC(=O)CN(c1ccc2c(c1)OCO2)S(C)(=O)=O
[55] Cc1cccc(N(CC(=O)NC(C)C)C(=O)c2ccc(N3CCCC3)nc2)c1
Assay by compound	49	50	51	52	53	54	55
Pf growth 48h	13%	8%	5%	?	?	-17%	?
Shiga inhibitor	-5	9	15	-20	20	-16	-4
AmpC no deterg	58%	-24%	-9%	25%	-23%	-17%	31%
LmPK inh	-8%	0%	-3%	7%	1%	3%	12%
CHX counter	11	0	-3	-1	5	-1	0
TbPYK inhibitor	4%	-2%	-7%	-9%	0%	-7%	-1%
Pf growth 96h	-21%	12%	14%	10µM*	-34%	12%	25%
